# High-throughput results from PubChem BioAssay.
# ABCB6 inh 2: human ABCB6 transporter inhibition. Q9NP58. K562-ABCB6 porphyrin accumulation, flow cytometry, 1 h; hits give low values. fluorescence ratio to DMSO, % at 10 µM. 360,000 compounds, 0.19% hits;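 active means fluorescence ratio to DMSO below 75%, the collection mean minus 3 SD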;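 further: signal is porphyrin accumulated inside mitochondria; 100% equals median channel fluorescence of DMSO control wells; lower ratio means ABCB6 inhibition with less porphyrin fluorescence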
# NOD2-RIPK2 inh: NOD2-RIPK2 protein interaction inhibition; O43353; CHO BLA complementation NOD2-RIPK2, CCF4 ratio; inhibition, % at 4.98 µM; 360,000 compounds, 0.38% hits; AID 624267; in the data active means inhibition above about 21%;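 further: 0% = vehicle only and 100% = reference blocker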
# ABHD5 PLIN5 PPI: blocks binding of human ABHD5 to perilipin-5. inhibition, % at 4 µM. 360,000 compounds, 0.78% hits. Split G. princeps luciferase complementation, luminescence, 4 h;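 active means inhibition above the mean inhibition across every tested compound plus 3 SD, cut at about 22% in these data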;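 further: 0% = DMSO only wells and the 100% control is not disclosed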
# Glyco luc inh: blocks N-linked glycosylation in D54 reporter cells | D54 ERlucT glycosylation luciferase reporter, 24 h; percent of 100 nM tunicamycin response | reporter increase, % at 12.5 µM | AID 588692 | 360,000 compounds, 0.23% hits;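 active means mean luciferase reporter signal, scaled so untreated is 0 and the glycosylation-blocking control 100, at or above a set limit in every replicate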;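 further: luciferase carries N-glycosylation sites so blocking glycosylation raises the light; 0% = median of neutral control wells and 100% = median of 100 nM tunicamycin wells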
# TLR9-MyD88 block: inhibitors of human TLR9-MyD88 binding; 340,000 compounds, 0.21% hits; inhibition, % at 4.98 µM; Q9NR96+Q99836; CHO BLA complementation TLR9-MyD88, CCF4 FRET ratio; AID 504734;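 active means inhibition above the mean over all tested compounds plus 3 SD, cut at about 21% in these data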;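 further: 0% = DMSO only wells and 100% = clavulanate BLA inhibitor control wells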
# NCOA2 inhibitor: inhibits human steroid receptor coactivator 2 | inhibition, % at 9 µM | 370,000 compounds, 0.17% hits | Q15596 | HEK293 GAL4-SRC2 luciferase reporter, luminescence | AID 651957;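 active means inhibition above the mean inhibition of all tested compounds plus 3 SD, set per campaign, cut at about 52% in these data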;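 further: 0% = DMSO treated cells and 100% = cells given Gossypol at 36 µM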
# m5-HT2A agonist: mouse HTR2A agonism via beta-arrestin recruitment; P35363; AID 624169; 360,000 compounds, 0.66% hits; CHO-K1 mHTR2A beta-arrestin complementation, luminescence; percent of 30 µM serotonin response; activation, % at 7.6 µM;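 active means activation above a run cutoff, the mean activation of all tested compounds plus 3 SD, cut at about 14% in these data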;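 further: 0% = plate median of compound wells and 100% = 30 µM serotonin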
# Active calls of the source: *; nt = no result given. Not all compounds are listed; rates above refer to the full screens.
SMILES,ABCB6 inh 2,NOD2-RIPK2 inh,ABHD5 PLIN5 PPI,Glyco luc inh,TLR9-MyD88 block,NCOA2 inhibitor,m5-HT2A agonist
COC(=O)[C@]12C[C@H](CC(=O)NCc3ccc(C)o3)C(=O)N(Cc3ccc4c(c3)OCO4)C1=C[C@H](C(C)C)O[C@@H]2C1CC1,nt,nt,nt,nt,nt,18.2,nt
Cn1c(SCC(=O)NNC(=O)Nc2ccc(Cl)cc2)nnc1-c1ccccc1,nt,nt,nt,nt,nt,-10.5,nt
CN1CCCCC(NC(=O)CCl)C1=O (centres undefined),nt,nt,nt,nt,nt,1.7,nt
O=C(C(=O)N1CCN(C(=O)C2CCC2)CC1)c1cccc(C(F)(F)F)c1,nt,nt,nt,nt,nt,-26.1,nt
O=C(Nc1ccccc1)n1ccc(-c2ccc(-n3ccnc3)cc2)n1,nt,nt,nt,nt,nt,-31.4,nt
COC(=O)Cc1nnn2c1[C@H](C)[C@H](c1ccccc1Br)OC[C@H](C)C2,nt,nt,nt,nt,nt,-27.5,nt
COC(=O)[C@]12C[C@H](CC(=O)NCc3ccc(C)o3)C(=O)N(CCc3ccc(OC)c(OC)c3)C1=C[C@H](COCc1ccccc1)O[C@@H]2C,nt,nt,nt,nt,nt,19.1,nt
O=C(CSc1nnc(-c2ccccc2F)n1Cc1ccco1)Nc1ccccc1-c1ccccc1,nt,nt,nt,nt,nt,20.8,nt
C#CCN1C(=O)[C@]2(NCCc3c2[nH]c2ccc(OC)cc32)c2ccccc21,nt,nt,nt,nt,nt,-41.4,nt
CC[C@H]1OC(=O)[C@H](C)[C@@H](O[C@H]2C[C@@](C)(OC)[C@@H](O)[C@H](C)O2)C(C)[C@@H](O[C@@H]2O[C@H](C)C[C@H](N(C)C)[C@H]2O)[C@](C)(O)C[C@@H](C)CN(C)[C@H](C)[C@@H](O)[C@]1(C)O (some centres undefined),nt,nt,nt,nt,nt,2.9,nt
CCCCN1CC(COCc2ccccc2)Oc2cccc(Sc3ccc(OC)c(OC)c3)c2S1(=O)=O (centres undefined),nt,nt,nt,nt,nt,5.9,nt
COc1cccc(CNC(=O)[C@H]2CCCN2C(=O)[C@H]2CCCN2C(=O)N2CCCCC2)c1,nt,nt,nt,nt,nt,-9.6,nt
COc1ccc(CNC(=O)c2c(N)[nH]c(C(=O)c3ccccc3)c2-c2ccc3ccccc3c2)cc1OC,nt,nt,nt,nt,nt,-21.4,nt
NC(=O)C(c1ccccc1)(c1ccccc1)[C@@H]1CCN(CCc2ccc3c(c2)CCO3)C1,nt,nt,nt,nt,nt,-40.6,nt
CCn1c(C)nc2cc(C(=O)NNC(=S)Nc3ccccc3OC)ccc21,nt,nt,nt,nt,nt,-51.2,nt

# Two consecutive compounds out of the list so far, for reference:
SMILES,ABCB6 inh 2,NOD2-RIPK2 inh,ABHD5 PLIN5 PPI,Glyco luc inh,TLR9-MyD88 block,NCOA2 inhibitor,m5-HT2A agonist
NC(=O)C(c1ccccc1)(c1ccccc1)[C@@H]1CCN(CCc2ccc3c(c2)CCO3)C1,nt,nt,nt,nt,nt,-40.6,nt
CCn1c(C)nc2cc(C(=O)NNC(=S)Nc3ccccc3OC)ccc21,nt,nt,nt,nt,nt,-51.2,nt

# Further compounds follow.
SMILES,ABCB6 inh 2,NOD2-RIPK2 inh,ABHD5 PLIN5 PPI,Glyco luc inh,TLR9-MyD88 block,NCOA2 inhibitor,m5-HT2A agonist
O=C(CSC1CCc2ccccc21)NN=Cc1ccco1 (centres undefined),nt,nt,nt,nt,nt,-15.3,nt
O=C(Nc1cccc(Br)c1)OC1CC2CC1[C@H]1CCCCN1[C@H]2Cc1ccccc1 (some centres undefined),nt,nt,nt,nt,nt,-0.4,nt
COC(=O)[C@]12C[C@H](CC(=O)N3CCCCC3)C(=O)N(Cc3ccc4c(c3)OCO4)C1=C[C@H](COCc1ccccc1)O[C@@H]2C,nt,nt,nt,nt,nt,9.6,nt
Cc1ccc(-n2c(SCC(=O)Nc3ccccc3-c3ccccc3)nnc2-c2cnccn2)cc1,nt,nt,nt,nt,nt,25.9,nt
CCOC(=O)[C@@]12CCC3=C1N(CCC3)C(=O)[C@H](CC(=O)NCc1cccc3ccccc13)C2,nt,nt,nt,nt,nt,7.7,nt
COC(=O)c1c(-c2ccc(OC)cc2)c2c(c3c4ccccc4n(S(=O)(=O)c4ccc(C)cc4)c13)C(=O)N(C)C2,nt,nt,nt,nt,nt,16.3,nt
C#CC1c2ccccc2CCN1CC=C (centres undefined),nt,nt,nt,nt,nt,-12.2,nt
COc1cccc(/C=C2\CC3(OC(=O)C(C)(C)C)CCCN2C3)c1 (centres undefined),nt,nt,nt,nt,nt,-15.0,nt
COC(=O)C1=C(C)N(Cc2ccccc2)C(=NCc2cc(OC)c(OC)c(OC)c2)N[C@H]1c1ccccc1,nt,nt,nt,-1.0,-0.6,nt,nt
COc1ccc(CN2C[C@H](Cc3ccccc3)[C@@H](CC(=O)Nc3ccccc3)C2=O)cc1,nt,nt,nt,nt,-3.4,33.5,nt
Cn1c(-c2ccc(F)cc2)cc2onc(-c3c(F)cccc3Cl)c2c1=O,nt,nt,nt,nt,-2.4,-71.5,nt
CCC(=O)Nc1nonc1-c1nc2ccccc2n1Cc1ccc(Cl)c(Cl)c1,98.0,nt,nt,-6.1,3.2,nt,nt
CC(C)NC(=O)C1C(c2ccc(C(F)(F)F)cc2)=Nc2ccccc2N1C(=O)c1ccco1 (centres undefined),nt,-0.9,-3.1,nt,nt,nt,-7.0

# Copied from the list.
# Glyco luc inh, `COC(=O)C1=C(C)N(Cc2ccccc2)C(=NCc2cc(OC)c(OC)c(OC)c2)N[C@H]1c1ccccc1` is entered as -1.0
# TLR9-MyD88 block, `Cn1c(-c2ccc(F)cc2)cc2onc(-c3c(F)cccc3Cl)c2c1=O` is entered as -2.4
# Glyco luc inh, `CCC(=O)Nc1nonc1-c1nc2ccccc2n1Cc1ccc(Cl)c(Cl)c1` is entered as -6.1
# NCOA2 inhibitor, `O=C(CSC1CCc2ccccc21)NN=Cc1ccco1` (centres undefined) is entered as -15.3
# NCOA2 inhibitor, `C#CC1c2ccccc2CCN1CC=C` (centres undefined) is entered as -12.2
# NCOA2 inhibitor, `COc1ccc(CN2C[C@H](Cc3ccccc3)[C@@H](CC(=O)Nc3ccccc3)C2=O)cc1` is entered as 33.5
